# Xi reactivation: activators of X-chromosome reactivation in mouse fibroblasts; XiGFP mouse fibroblasts, % GFP-positive cells imaging, 3 d; cells co-treated with 5-aza-dC sensitizer; scaled so ellipticine positive control = 100%; activation, % at 7.58 µM; 0.055% of 360,000 active;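 active means mean normalized replicate activation at least 10% and every replicate at or above 10%; inconclusive means only one of the two criteria met; inactive means mean below 10% and not all replicates reach 10%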;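 further: 0% = median of on-plate neutral control wells and 100% = ellipticine 6 µM median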
#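 material = 68-5-11 XiGFP fibroblast line | medium = DMEM plus 5-aza-dC sensitizer | schedule = 3 days compound exposure | benchmarks = positive control ellipticine, 6 µM final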
# ERAP1 HTS inh: ERAP1 (human) enzyme inhibition | 0.15% of 340,000 active | Q9NZ08 | recombinant ERAP1, Leu-AMC fluorescence, 60 min | inhibition, % at 10.7 µM;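 active means mean replicate inhibition of at least 30%, or all replicates individually reaching that 30% level; inactive means mean below 30% and not every replicate reaching it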;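 further: 0% = neutral control wells and 100% = L-leucinethiol positive control wells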
# Cneo AK release: causes C. neoformans cell lysis. AID 651654. lysis activity, % at 15 µM. adenylate kinase release luminescence, 4 h; normalised: neutral wells 0, clomiphene wells 100. 0.2% of 360,000 active;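 active means mean lysis activity across replicates of at least 80%, whatever share of replicates individually reach that level; inactive means mean lysis activity below 80%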
#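 read-out = cell lysis signal | test system = log-phase Cryptococcus neoformans yeast cells | input = cells at 5 × 10^6 per mL | medium = fresh YPD growth medium | signal = luminescent adenylate kinase detection reagent | timing = 4 h at 37 °C static, read 1 h later | dosing = single dose | controls = Clomiphene as positive lysis control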
# S100A4 inh HTS: inhibitors of human S100A4 binding to myosin IIA peptide | P26447 | S100A4/TAMRA-MyoIIA peptide fluorescence polarization | inhibition, % at 10.7 µM | 0.14% of 360,000 active | AID 652163;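 active means mean inhibition of at least 70% across replicates, with every replicate also reaching that level; inconclusive means mean inhibition reaches 70% but some replicates fall short; inactive means mean inhibition below 70%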
# Target sequence (P26447 whole entry, looked up): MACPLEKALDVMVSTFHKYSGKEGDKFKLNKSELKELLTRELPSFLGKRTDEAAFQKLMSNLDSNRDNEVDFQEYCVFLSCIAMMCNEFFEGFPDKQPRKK
#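 Material: human S100A4 monomer with TAMRA-labelled myosin IIA peptide; buffer or medium: HEPES pH 7.2 with CaCl2, KCl, NaCl, DTT, Triton; compound dosing: one concentration per compound; schedule: 5 min incubation before reading; benchmarks: neutral control DMSO, positive control TFP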
# PGC1a acetyl inh: lowers PGC1a acetylation signal in U2OS cells. AlphaScreen anti-acetyl-lysine; with virally co-expressed GCN5 acetyltransferase. inhibition, % at 15.6 µM. 0.17% of 350,000 active;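 active means every replicate shows inhibition of at least 40%; inconclusive means mean inhibition at least 40% but some replicate below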;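 further: 0% = neutral control wells and 100% = positive control wells; some results beyond the cut were filed as inactive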
# C2C12 statin: protects C2C12 myotubes from simvastatin toxicity | ATP luminescence, 48 h; scaled: DMSO 0, geranylgeraniol control 100 | rescue of ATP level, % at 7.49 µM | 0.78% of 330,000 active | AID 602340;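 active means mean ATP rescue above about 67%, or every replicate alone reaching that limit, limit read from the data, passing the limit was not always enough; inconclusive means no clear call, values can overlap the other calls; inactive means mean under the limit and some replicate under it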;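 further: myotubes were challenged with 10 µM simvastatin during compound exposure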
# LGR2 antag: Drosophila LGR2 receptor signaling inhibition; HEK293 LGR2, CRE-luciferase, bursicon-stimulated, 4 h; AID 720647; 0.35% of 380,000 active; inhibition, % at 9.99 µM;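 active means drop in luminescence signal, shown as inhibition above about 50% in the replicate tests, limit read from the data, passing the limit was not always enough; inconclusive means probably only some replicates passing the limit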;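 further: agonist challenge used bursicon conditioned medium at about half maximal strength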
# SIRT5 inh: sirtuin-5 (human) deacylase inhibition; Q9NXA8; Purified SirT5, succinyl-peptide AMC, trypsin-coupled fluorescence; inhibition, % at 15 µM; 1.1% of 330,000 active; in the data active means inhibition above about 15%; inconclusive means no clear call, values can overlap the other calls
# Target sequence (Q9NXA8 whole entry, looked up): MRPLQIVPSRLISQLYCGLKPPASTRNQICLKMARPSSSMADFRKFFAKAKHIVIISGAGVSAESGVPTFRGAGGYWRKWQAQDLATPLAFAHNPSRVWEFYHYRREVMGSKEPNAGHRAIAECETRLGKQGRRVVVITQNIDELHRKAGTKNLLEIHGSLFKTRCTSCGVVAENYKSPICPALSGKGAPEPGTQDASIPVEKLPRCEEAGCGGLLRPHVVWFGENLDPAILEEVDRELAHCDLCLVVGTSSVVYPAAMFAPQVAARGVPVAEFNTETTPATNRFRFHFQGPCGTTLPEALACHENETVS
# * = called active by the depositor; ? = inconclusive; · = no result given. Only part of the results is shown. The share of hits here may be higher or lower than overall.
SMILES,Xi reactivation,ERAP1 HTS inh,Cneo AK release,S100A4 inh HTS,PGC1a acetyl inh,C2C12 statin,LGR2 antag,SIRT5 inh
O=C(NCC[C@@H]1CC[C@@H](NS(=O)(=O)c2cccc(F)c2)[C@@H](CO)O1)Nc1cc(F)ccc1F,-0.6,3,-1,5,-15,-4,16,3
C[C@H](CO)N1C[C@H](C)[C@H](CN(C)Cc2ccccc2)OCCCC[C@H](C)Oc2ccc(NC(=O)Nc3ccccc3)cc2C1=O,-0.1,-3,43,-10,-4,·,17,3
O=C(O)c1ccccc1NC(c1ccccc1)c1ccc(Cl)cc1 (stereo unspecified),0.0,12,·,-5,·,2,5,-5
C[C@@H]1CN([C@@H](C)CO)C(=O)c2cccc(NC(=O)Nc3ccc4c(c3)OCO4)c2O[C@H]1CN(C)Cc1ccc(Oc2ccccc2)cc1,0.9,0,-1,-6,-19,62,-9,2
O=C(Nc1ncc2c(n1)-c1ccccc1OC2)c1cccc([N+](=O)[O-])c1,0.0,-3,0,3,1,3,-16,0
O=C(N[C@@H]1C=C[C@H](CC(=O)N2CCc3ccccc3C2)O[C@H]1CO)C1CCC1,0.0,1,2,13,0,-1,12,-1
COc1ccc(Nc2cc(Sc3ccc(OC)cc3)ncn2)cc1,0.1,-6,-8,-3,5,-9,-26,1
CO[C@@H]1CN(C)C(=O)c2cc(NC(=O)Nc3cccc(F)c3)ccc2OC[C@@H](C)N(C)C[C@@H]1C,0.2,-4,3,13,-4,-20,-3,1
COCCNC(=O)C[C@@H]1CC[C@@H]2[C@H](COC[C@H](O)CN2S(=O)(=O)c2ccccc2F)O1,0.2,-3,1,-1,4,-1,7,2
Nc1nc(CC(=O)CSc2ccc(Cl)cc2)nc(Nc2ccc(F)cc2)n1,0.0,-3,·,-1,·,·,-5,0
OC1CCCN(Cc2nc(Cc3ccccc3Cl)no2)C1 (stereo unspecified),0.0,4,·,4,·,·,-22,-1
COc1ccccc1Cn1cnc2cccnc21,·,·,1,·,-3,-4,-13,·
CO[C@H]1CN(C)C(=O)c2ccc(NS(C)(=O)=O)cc2OC[C@@H](C)N(CCC(F)(F)F)C[C@H]1C,1.1,-3,1,24,3,18,1,1
O=C(C1CCC1)N1CC(=O)N2[C@H](CO)[C@@H](c3ccc(-c4cccnc4)cc3)[C@@H]2C1,0.1,0,·,-6,-2,·,0,0
COc1ccc(C(C)=O)cc1COC(=O)CCNS(=O)(=O)c1ccc(C)cc1,0.0,1,·,5,14,·,-7,0
NC1=NC2(CCCC2)N=C(Nc2ccccc2)N1,·,·,-1,0,13,10,2,-6
CCc1nc2ccc(C(=O)N(C)Cc3ccco3)cn2c1N(C)C(=O)Cc1ccccc1,0.0,0,0,1,-4,0,1,·
COc1ccc(S(=O)(=O)N(C)C[C@H]2OCCCC[C@@H](C)Oc3ccc(NS(=O)(=O)c4ccccc4)cc3C(=O)N([C@H](C)CO)C[C@H]2C)cc1,-0.1,1,-1,-7,-19,·,17,-2
CC(C)(C)CC(=O)Nc1nc(C(N)Cc2ccc(C(F)(F)F)cc2)cs1 (stereo unspecified),-0.1,2,-1,-7,1,-18,16,0
Cc1c(O)c(=O)ccn1Cc1ccccc1,0.7,0,-7,-6,·,21,11,-5
C[C@@H]1CN([C@H](C)CO)C(=O)c2cc(NS(=O)(=O)c3ccc(F)cc3)ccc2O[C@H]1CN(C)CC1CCCCC1,0.1,0,-8,8,·,3,-17,-2
O=C(CCn1c(=O)oc2ccccc21)Nc1ccc2c(c1)OCCO2,0.0,1,-2,1,-3,11,-32,-2
O=C(CNC(=O)c1cccs1)NCC(=O)OCc1c(Cl)cccc1Cl,·,-4,-1,7,38,3,1,-6
CC12CCC(C(=O)Nc3ccccc3-n3cccc3)(CC1=O)C2(C)C (stereo unspecified),0.2,1,·,-3,·,·,3,-2
Cc1cc(NC(=O)c2ccc(F)cc2)ccc1NC(=O)c1ccco1,0.1,-6,0,-9,·,-51,-2,1
COc1ccc(CCNC(=O)CCC(=O)c2cccs2)cc1OC,0.6,1,0,1,·,-11,-3,-5
O=C1c2ccccc2NC(c2ccccc2O)N1NS(=O)(=O)c1ccccc1 (stereo unspecified),0.1,8,·,0,-10,17,8,-3
CN(C)c1ccc(-c2ccc3c(=O)c4ccccc4n(C)c3c2)cn1,0.0,-5,0,-5,-19,-11,-30,·
C[C@H](CO)N1C[C@H](C)[C@H](CN(C)Cc2ccc(C(F)(F)F)cc2)OCCCC[C@H](C)Oc2ccc(NS(=O)(=O)c3cn(C)cn3)cc2C1=O,-1.1,10,1,1,7,·,-6,11
Cc1ccc(S(=O)(=O)N(C)c2ccc(C(=O)NCC(c3ccco3)N3CCCC3)cc2)cc1 (stereo unspecified),-0.1,0,-1,1,-18,-18,-3,·

# Only ERAP1 HTS inh, for some of the entries so far:
Compound | ERAP1 HTS inh
CN(C)c1ccc(-c2ccc3c(=O)c4ccccc4n(C)c3c2)cn1 | -5
COc1ccc(CCNC(=O)CCC(=O)c2cccs2)cc1OC | 1
O=C1c2ccccc2NC(c2ccccc2O)N1NS(=O)(=O)c1ccccc1 (stereo unspecified) | 8
Cc1ccc(S(=O)(=O)N(C)c2ccc(C(=O)NCC(c3ccco3)N3CCCC3)cc2)cc1 (stereo unspecified) | 0

# New compounds follow.
SMILES,Xi reactivation,ERAP1 HTS inh,Cneo AK release,S100A4 inh HTS,PGC1a acetyl inh,C2C12 statin,LGR2 antag,SIRT5 inh
C=CCOc1ccc(/C=C/C(=O)OCC(=O)NCc2cccs2)cc1,0.1,-2,·,-2,·,·,19,1
CCC(=O)N1[C@H](CO)[C@@H]2c3ccccc3N(C(=O)Nc3cccc(Cl)c3)C[C@@H]21,0.4,0,-4,6,-2,-13,-15,2
C=CCN(c1cccc(C(F)(F)F)c1)S(=O)(=O)c1cccc(C(=O)OCC(=O)NCCC)c1,0.1,-4,·,-6,·,·,3,0
COC(=O)C1=C(C)OC(N)=C(C#N)C1C1CCCCC1 (stereo unspecified),·,4,1,-3,1,4,11,-1
O=C(Nc1ccc(F)cc1)NC1CCCCCCC1,0.0,0,3,-3,3,-14,-54,1
Cc1nc2c(OCC(=O)c3ccc(F)cc3)cccn2c1N(C)Cc1cccs1,0.2,-1,6,-1,-31,3,-26,-2
CCOc1ccc(NC(=O)CN(C)C(=O)c2ccccc2OCc2cccc(C)c2)cc1OCC,0.0,2,2,6,-8,10,1,0
CC=Cc1ccc2n(c1=O)C[C@@H]1[C@@H](CO)[C@H](C(=O)NCCc3ccncc3)N[C@H]21 (mixture of isomers),0.6,1,0,6,-3,-1,3,-6
Cc1ccc(S(=O)(=O)Nc2ccc3c(c2)C(=O)N([C@@H](C)CO)C[C@@H](C)[C@@H](CN(C)S(=O)(=O)c2cn(C)cn2)OCCCC[C@H](C)O3)cc1,0.0,-1,2,-12,-2,·,-8,-1
CC(C)(C)c1nc(-c2ccccc2)nc2c1OCCC2,-0.1,-2,1,-5,11,-24,-10,-2

# Quoted from the listing.
# Under ERAP1 HTS inh, O=C1c2ccccc2NC(c2ccccc2O)N1NS(=O)(=O)c1ccccc1 (stereo unspecified) has the entry 8
# Under LGR2 antag, Cc1cc(NC(=O)c2ccc(F)cc2)ccc1NC(=O)c1ccco1 has the entry -2
# Under C2C12 statin, C[C@@H]1CN([C@@H](C)CO)C(=O)c2cccc(NC(=O)Nc3ccc4c(c3)OCO4)c2O[C@H]1CN(C)Cc1ccc(Oc2ccccc2)cc1 has the entry 62

# Next records.
SMILES,Xi reactivation,ERAP1 HTS inh,Cneo AK release,S100A4 inh HTS,PGC1a acetyl inh,C2C12 statin,LGR2 antag,SIRT5 inh
O=C(CC1CC1)N1[C@H](CO)[C@@H](c2ccccc2)C12CN(Cc1ccccc1F)C2,0.0,-3,·,0,-12,·,-12,-3
COc1ccc(C(C(=O)Nc2ccc(C(C)C)cc2)N(C)C(=O)c2ccc(=O)[nH]c2)cc1 (stereo unspecified),0.3,3,·,5,3,·,-20,-3
CCOC(=O)C1=CCN(S(=O)(=O)c2ccc(Cl)cc2)C1c1cccc(F)c1 (stereo unspecified),0.0,-1,·,7,·,·,-2,-1
O=C(CN1CCN(S(=O)(=O)c2ccc(Br)cc2)CC1)N/N=C/c1ccc(Br)s1,0.3,-4,·,3,-14,·,11,-3
CCCNC(=O)Nc1ccc2c(c1)C(=O)N(C)C[C@H](OC)[C@@H](C)CN(CCC)[C@H](C)CO2,-0.2,-2,0,15,2,-22,1,-1
CN1CCC(N(C)C(=O)c2ccc(Cl)c(S(=O)(=O)Nc3cc(Cl)ccc3Cl)c2)CC1,0.2,-7,-1,2,·,12,-16,0
CC(NCc1cccs1)C(=O)NC1CCCCC1 (stereo unspecified),0.1,-3,·,-1,?,·,-5,7
Nc1nn(-c2cccc(F)n2)cc1-c1ccccc1,0.0,-1,-4,-1,-3,2,-4,0
COCCNC(=O)[C@H]1[C@H](CO)[C@H]2Cn3c(cccc3=O)[C@@H]1N2Cc1cc(F)ccc1F,0.7,2,2,2,-1,-2,-1,1
COc1ccc(S(=O)(=O)N2CCCCCC2)cc1C(=O)N1CCCCC1,0.0,-7,2,-11,-1,·,3,-3
CC(NC(=O)COC(=O)c1ccc[nH]c1=O)c1ccccc1 (stereo unspecified),0.1,-2,2,-8,6,-5,-16,-6
COC(=O)c1ccc(OS(=O)(=O)N(C)C)cc1,0.1,4,0,5,·,4,-6,-1
Cc1cc(NC(=O)COC(=O)[C@H](Cc2ccccc2)NC(=O)c2ccco2)no1,-0.1,2,·,-4,·,·,14,·
COCCCn1c(CCC(=O)O)ccc1-c1ccc(F)cc1,·,·,-3,·,-1,-7,-19,·
O=C(CN1C(=O)c2ccccc2S1(=O)=O)Nc1ccccc1,·,3,1,-6,-2,-18,-5,-3
CC(C)(Cc1ccc(O)cc1)NC(=O)CC(=O)N/N=C/c1ccc([N+](=O)[O-])cc1,0.0,-5,·,-1,1,-7,·,-3
CC(=O)c1cc(C#N)c(SCC(=O)OC(C)C)nc1C,·,-2,4,1,-5,4,-19,-1
CC1Cc2ccccc2N1C(=O)c1ccc2nccnc2c1 (stereo unspecified),0.5,-2,-1,-2,·,11,-11,-2
COc1ccc(-c2cc(C(F)(F)F)n3nc(C)cc3n2)cc1,0.0,4,-1,-2,-2,7,-31,-2
COc1cc(OC)cc(-c2nnc(SCC(=O)N3CCCCC3)o2)c1,-0.1,·,-1,-2,-18,5,1,·
OCCCNC(=S)Nc1ccc(Nc2ccccc2)cc1,0.0,0,-1,-5,2,-27,-37,1
CC(C)NC(=O)N(C)C[C@@H]1Oc2ncc(C#CC3(O)CCCC3)cc2C(=O)N([C@@H](C)CO)C[C@H]1C,0.0,0,-6,13,6,10,20,0
Cc1ccc(N(CC(N)=O)C2SC(=O)NC2=O)cc1 (stereo unspecified),0.0,1,·,0,·,·,-5,1
CC(=O)NCCNc1nc2cc(-c3ccsc3)sc2c(=O)n1C,-0.1,-2,-3,10,-8,6,1,3
COc1ccc(Cc2nc3ccc(C(=O)NC(C)c4cn(C)nc4C)cc3o2)cc1 (stereo unspecified),0.0,-3,-2,-8,7,5,-3,-2
COc1cc(C(=O)NCc2nnc(SCC(=O)Nc3cc(C)on3)o2)cc(OC)c1OC,0.0,-1,1,16,8,6,2,-4
CC(NC(=O)c1cccc(S(=O)(=O)N2CCN(C)CC2)c1)c1ccc(Cl)cc1Cl (stereo unspecified),0.0,2,-1,16,6,-12,-4,0
